Screening results: PubChem, National Center for Advancing Translational Sciences (NCATS)
12-LOX inh: blocks human arachidonate 12S-lipoxygenase; purified 12hLO, xylenol orange hydroperoxide absorbance; Potency, µM (highest dose often 108 µM), without a hit: at the top dose activity change, negative = inhibition, actives largely listed as inhibitors; 580,000 compounds, 1.1% hits; AID 1671190; active means well fitted inhibition curve with a large enough effect; inconclusive means small, poorly fitted or top-dose-only effect, or another doubt; inactive means no such curve, though single readings can be large or run the other way
Target sequence (P18054 whole entry, looked up): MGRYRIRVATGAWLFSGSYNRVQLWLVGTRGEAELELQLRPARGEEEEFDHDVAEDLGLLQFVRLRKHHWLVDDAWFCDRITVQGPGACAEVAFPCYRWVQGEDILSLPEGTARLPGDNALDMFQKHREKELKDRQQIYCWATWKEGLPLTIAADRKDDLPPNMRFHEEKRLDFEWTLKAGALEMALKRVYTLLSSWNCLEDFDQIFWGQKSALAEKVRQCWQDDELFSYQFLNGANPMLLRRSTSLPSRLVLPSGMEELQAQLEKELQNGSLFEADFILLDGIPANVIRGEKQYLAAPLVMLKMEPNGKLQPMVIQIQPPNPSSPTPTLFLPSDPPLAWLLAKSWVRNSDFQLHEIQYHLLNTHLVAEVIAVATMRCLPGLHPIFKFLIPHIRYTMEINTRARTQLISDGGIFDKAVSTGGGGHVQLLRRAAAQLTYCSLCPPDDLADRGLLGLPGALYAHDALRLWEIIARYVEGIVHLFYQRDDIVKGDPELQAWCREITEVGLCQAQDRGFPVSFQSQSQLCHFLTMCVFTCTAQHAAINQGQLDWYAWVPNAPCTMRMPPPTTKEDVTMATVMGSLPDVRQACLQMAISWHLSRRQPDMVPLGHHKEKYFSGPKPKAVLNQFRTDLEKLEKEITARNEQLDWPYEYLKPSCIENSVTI
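Hydroperoxide product was detected by ferrous iron/xylenol orange as the 573 to 405 nm absorbance ratio. Arachidonic acid at 40 uM (final) was turned over for 30 min at room temperature by 150 nM human 12hLO, pH 7.0 Hepes buffer, after 15 min compound preincubation.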
Starred values were filed as active, the others as inactive; u = inconclusive; [ ] = remark or other dose. On the % scale 0 is the no-effect control and ±100 the full control effect; potency means the concentration at half of the fitted maximal effect.

SMILES | 12-LOX inh
O=S(=O)(Nc1nc2ccccc2nc1N1CCCCC1)c1ccc(Cl)cc1 | -7.5%
O=S(=O)(N[C@H]1[C@H](O)[C@H](O)C[C@@H]1c1ccc(C(F)(F)F)cc1)c1ccc(F)cc1 | 2.3%[176 µM]
C[C@H]1COc2cc(N3CCN(Cc4ccccc4F)CC3)ccc2S(=O)(=O)N1 | u
COCCCNC(=O)c1ccc2c(c1)CC(=O)N2Cc1ccccc1 | 31.5%[activator]
O=C(NCc1ccccc1)N[C@H]1CO[C@H]2[C@@H]1OC[C@@H]2n1cc(-c2ccccn2)nn1 | u
Cc1ccc(C(=O)NC2CCN(c3cc(C(F)(F)F)ncn3)CC2)cc1 | 19.6%
Cc1ccc(NC(=O)c2cc(S(=O)(=O)N3CCCCC3)ccc2N2CCOCC2)c(C)c1 | -12.5%
Cc1cc(C(=O)NC2CC(c3nnc(CN(C)C)n3C)C2)c2c(C)noc2n1 (stereo not given) | -65.8%
CCCCCCCCN1C(=O)[C@@H](CC(=O)NCc2cccc(C(F)(F)F)c2)C[C@@]2(C(=O)OC)C1=C[C@H](C1CCCC1)O[C@@H]2C | -3.3%
CS(=O)(=O)N1C[C@H]2CCN(C(=O)c3cc(F)ccc3F)C[C@H]21 | 24.5%
COc1ccc(-n2nc(C3CCCN(C(=O)c4cccc(Cl)c4)C3)[nH]c2=O)cc1 (stereo not given) | 32.7%[activator]
Cc1cc2nc3n(c(=O)c2n1CC(=O)Nc1cccc(Cl)c1)CCCC3 | -12.1%
c1c(CN2CCCN(CCCN3CCCC3)CC2)nn2c1CNCC2 | 69.2%[activator]
O=C(COc1ccccc1)N1CC[C@H]2COC(=O)N2c2cc(F)ccc2C1 | 11.5%[176 µM]
CCCNC(=O)C1(C)CCN1C(=O)Cc1ccc(C(C)C)cc1 (stereo not given) | -1.8%

Random excerpt: 7 compounds from above.
SMILES | 12-LOX inh
O=C(COc1ccccc1)N1CC[C@H]2COC(=O)N2c2cc(F)ccc2C1 | 11.5%[176 µM]
Cc1cc2nc3n(c(=O)c2n1CC(=O)Nc1cccc(Cl)c1)CCCC3 | -12.1%
Cc1cc(C(=O)NC2CC(c3nnc(CN(C)C)n3C)C2)c2c(C)noc2n1 (stereo not given) | -65.8%
Cc1ccc(NC(=O)c2cc(S(=O)(=O)N3CCCCC3)ccc2N2CCOCC2)c(C)c1 | -12.5%
Cc1ccc(C(=O)NC2CCN(c3cc(C(F)(F)F)ncn3)CC2)cc1 | 19.6%
CS(=O)(=O)N1C[C@H]2CCN(C(=O)c3cc(F)ccc3F)C[C@H]21 | 24.5%
COc1ccc(-n2nc(C3CCCN(C(=O)c4cccc(Cl)c4)C3)[nH]c2=O)cc1 (stereo not given) | 32.7%[activator]

Next structures
SMILES | 12-LOX inh
CC(=O)Nc1c([N+](=O)[O-])cc2c3c(cccc13)CC2 | 7.4%
CC(C)CNC(=O)CN(c1cccc(Cl)c1Cl)S(=O)(=O)c1ccccc1 | -20.8%
CCOC(=O)CC1(O)CSc2nc(N)cc(=O)n21 (stereo not given) | u
CCOC(=O)c1cccn1C1C(=O)N(Cc2ccc(C(F)(F)F)cc2)c2ccc(OC)cc21 (stereo not given) | -16.3%
C[C@@H]1CN(c2ccc(N3CCN(C(=O)OC(C)(C)C)C[C@@H]3C)cc2C#N)C[C@H](C)O1 | -28.1%
Cc1ccc(C)n1-c1c(C(=O)NCCN2CCOCC2)sc2ncccc12 | -13.1%
CN(Cc1ccc(N2CCOCC2)cc1)C(=O)[C@H]1CN(Cc2ccccc2)C[C@H]1C(=O)O | -12.5%
CN1CCN(C2CN(Cc3ccc(F)cc3)S(=O)(=O)C2)CC1 (stereo not given) | -2.9%
Cc1cc(=O)oc2cc(OCC(=O)N(C)CCOc3ccc(Br)cc3)ccc12 | -10.1%
COC(=O)c1cc(OC(=O)CCS(=O)(=O)c2ccc(C)cc2)cc(C(=O)OC)c1 | -14.2%
O=S1(=O)c2c(cccc2N2CCSCC2)Oc2ccccc2CN1Cc1cn(Cc2ccccc2C(F)(F)F)nn1 | -4.1%
CCCC(C)NC(=O)c1cc(C)nc2ccccc12 (stereo not given) | 6.4%
CCN(/C=C1/CCCCC1=O)C1CC2CCC1C2 (stereo not given) | 0.8%
Cc1cccc(C(=O)Nc2ccccc2SC2CCCC2)c1I | -3.9%
O=C(Nc1nc(-c2cc3ccccc3oc2=O)cs1)c1ccc([N+](=O)[O-])cc1 | u
CC(C)c1ccc(CNC(=O)c2ccc(CN3C(=O)NC4(CCOCC4)C3=O)cc2)cc1 | 13.2%
CN(C)C(=O)CCC[C@H]1NC[C@@H]2C[C@H]1CN(Cc1ccccc1)C2 | 1.3%
O=C(O)CCn1ncc2cc(OCc3ccc(-c4cccc(CO)c4)cc3)ccc21 | 61.6%[activator][176 µM]
CCCCN1C(=O)[C@@H]2C[C@@H](O)CN2C2(CN(Cc3ccoc3)C2)C1=O | 2.3%[176 µM]
CCCOc1ccccc1Oc1ncccc1CNC(=O)Nc1ccccc1 | u
COc1ccc(C2CC=C(C(C)=O)CN2S(=O)(=O)c2ccc(Cl)cc2)cc1 (stereo not given) | u
CCCS(=O)(=O)N1CCN(c2ccc(N3CCOCC3)nn2)CC1 | -1.1%
Cn1nc(C(=O)Oc2cccc(Cl)c2Cl)c2ccccc2c1=O | u
Cc1ccc2nc(-c3cc(NC(=O)C(C)C)ccc3Cl)oc2c1 | 10.9%
NC(COCc1ccccc1)c1csc(NC(=O)Nc2cccc(Cl)c2)n1 (stereo not given) | u
COc1ccc(C(=O)N2CCCC(C(=O)NCc3ccccc3)CCNC(=O)CC2)c(OC)n1 (stereo not given) | 13.7%
O=C(COc1ccc(F)cc1)NC1CCN(c2cn[nH]c(=O)c2)CC1 | -8.5%
CCCN1CCC2(Cc3ccccc3CN(C(=O)C(C)C)C2)C1 (stereo not given) | 2.8%[6.33 µM]
O=C(c1ccc[nH]1)N1CCC(n2cc(-c3nc(C4CC4)no3)nn2)C1 (stereo not given) | u
CCN1CCN(C(=O)Cn2cnc3c2c(=O)n(C)c(=O)n3C)CC1 | -2.3%
Cc1nc(=O)[nH]c(C)c1CCC(=O)N[C@H](c1ccccn1)C1CC(O)C1 (stereo not given in full) | u
CSc1ccc(NC(=O)c2cc(-c3ccc[nH]3)n[nH]2)cc1 | u
O/N=C/c1c(F)c(F)c(F)c(F)c1F | -13.6%
CC(C)c1noc(-c2cccn3c(CNC(=O)C4CCCC4)nnc23)n1 | -5.7%
COC(=O)c1ccc(COC(=O)c2ccccc2CC#N)cc1 | 0.8%
COC(=O)C1=C(C)N(Cc2cccc(C(F)(F)F)c2)C(=NCc2ccccc2C(F)(F)F)NC1c1ccc(Cl)cc1 (stereo not given) | u
COc1cc(C(O)c2nc(/C=C/c3ccccc3)cs2)ccc1F (stereo not given) | u
Cn1ccnc1C(NC(=O)COc1ccccc1F)c1ccccc1 (stereo not given) | -20.4%
Cc1ccc(C)c(N2CCN(C(=O)c3ccc4c(c3)nc3n4CCCCC3)CC2)c1 | 2.4%
CC1(C(=O)NS(=O)(=O)c2cccc(Cl)c2)CCN1C(=O)C1CCCCC1 (stereo not given) | u
Cc1ccc(OCc2nc(C3CN(C(=O)CCc4nc5ccccc5s4)C3)no2)cc1 | 4.7%
COc1ccc(-c2cc3c(=O)[nH]nc(SCC(=O)N4CCC(C)CC4)n3n2)cc1OC | 2.9%
CC1=C[C@@H](CN(C)CCc2ccccn2)[C@H](C(C)C)C[C@H]1Cc1nnc(-c2ccncc2)o1 | 26.0%
Cc1ccc2nc(C3CCCN(Cc4ccc(C#N)cc4)C3)[nH]c(=O)c2c1 (stereo not given) | -14.3%
O=C(CN1CCN(c2ccc(F)cc2)CC1)Nc1ncc2c(n1)CCCC2=O | 48.2%[activator]
CN(C)S(=O)(=O)c1cccc(NC(=O)CSc2cccc3cccc(Cl)c23)c1 | u
C=C(C)C1CC=C(C)/C(=N\NC(=S)Nc2ccccc2)C1 (stereo not given) | 3.0%
Cc1ccc(S(=O)(=O)N2CCC(C(=O)NCc3cnn(-c4ccccc4)c3)CC2)cc1 | -91.9%
Cc1c(CC(=O)NCc2ccccc2)c(=O)oc2cc(O)c(Cl)cc12 | u
COC(=O)C1=C(C)N(Cc2ccccc2C(F)(F)F)C(=NCc2cc(OC)c(OC)c(OC)c2)NC1c1cccc(F)c1 (stereo not given) | -13.7%
CCOC(=O)C1CCCN(C(=O)c2oc3ccccc3c2C)CC1 (stereo not given) | 0.4%
O=C(c1ccccc1)N1CCC(Oc2ccccc2F)(C(=O)O)CC1 | -5.0%
O=C(CC1CCN(C(=O)c2cccs2)C1)NCc1ccccc1 (stereo not given) | -2.4%
CNCC(=O)NC1CCCN(c2ccc(C(F)(F)F)cn2)C1 (stereo not given) | 4.8%
O=C(c1ccoc1)N1CCC2(CC1)CC(N(Cc1ccc(F)cc1)C1CC1)CCO2 (stereo not given) | 25.0%
Cc1cnn(CCC(=O)N[C@@H]2CN(Cc3cccnc3)C[C@H]2CN(C)C)c1 | 83.6%[activator]
O=S(=O)(c1ccc(F)c(F)c1)N1CCN(C23CC4CC(CC(C4)C2)C3)CC1 | 27.9%
CC(NC(=O)COC(=O)C1CCN(c2ccc(C(F)(F)F)cn2)CC1)c1ccccc1 (stereo not given) | -1.1%
CC(Sc1ncnc2nc[nH]c12)C(=O)NCc1ccc(Cl)c(Cl)c1 (stereo not given) | -6.3%
CC(C)NC(=O)N1CCC(O)(c2csc(CN3CCN(C)CC3)n2)CC1 | 17.5%[176 µM]
Later entries
SMILES | 12-LOX inh
OC1(CNCc2cc(C(F)(F)F)ccc2F)CNCCOC1 (stereo not given) | 34.6%
CN(c1ccccc1)c1ccc2nnc(-c3cc(C(=O)NC4CCC(O)CC4)ccn3)n2n1 (stereo not given) | -29.7%
COc1cnc(CSc2ncccn2)cc1OCC(=O)N1CCc2ccccc21 | -41.7%
CCNC(=O)C1(C)CCN(Cc2ccc(OC(F)(F)F)cc2)C1 (stereo not given) | -10.6%
Cn1cc(CC(=O)Nc2ccc(Nc3cccnc3)cc2)c2ccccc21 | 1.6%
Cn1ncc2c(Sc3nnc(-c4ccccc4)n3-c3ccc(F)cc3F)ncnc21 | 11.0%
O=C(N[C@H]1CCN2C(=O)c3ccccc3NC(=O)[C@@H]2C1)C1CCCCC1 | -21.4%[176 µM]
CCOc1ccc(OCC)c(NC(=O)C2C3C=CC(O3)C2C(=O)O)c1 (stereo not given) | u
Cc1ccc(NS(=O)(=O)c2ccc(CCC(=O)O)cc2)cc1S(=O)(=O)N1CCCCC1 | 3.2%
CCc1nc(CN2CCOc3ccc(C(O)C4CCCCC4)cc3C2)c(C)[nH]1 (stereo not given) | -3.9%
CCCNC(=O)C(NC(=O)c1ccc(OC)cc1)C1CCN(C(=O)c2cccc(F)c2)CC1 (stereo not given) | 77.2%[activator]
CC1CCC(C(=O)Nc2ccc(Br)cc2)CC1 (stereo not given) | 15.3%
CC(C)C[C@@H](NC(=O)[C@@H]1C[C@@H](NC(=O)c2cnccn2)CCN1C(=O)COCC(=O)O)C(N)=O | u
Cc1cc2nc(COC(=O)c3ccc(NC(=O)c4ccc(F)cc4)cc3)cc(=O)n2o1 | u
COc1ccc(C(=O)OCCCN(C)C2CN(Cc3cn(Cc4ccc([N+](=O)[O-])cc4)nn3)S(=O)(=O)C2)cc1OC (stereo not given) | -17.6%
O=C(NCCN1CCOCC1)C1CCc2ncc(-c3ccc(F)cc3)n2C1 (stereo not given) | 53.0%[activator]
CN(C)C[C@@H]1CN(Cc2cccnc2)C[C@H]1NC(=O)C1(C)CCOCC1 | 69.6%[activator]
COc1cccc(CN2C(=O)NC(C)(C3CCN(Cc4cc(Cl)ccc4O)CC3)C2=O)c1OC (stereo not given) | u
O=C(CC1CCCC1)N[C@H](C(=O)N1CCC[C@H]1C(=O)NC1CCCC1)c1ccccc1 | -5.7%
COc1ccc(NC(=O)C2CCN(S(=O)(=O)c3ccc(Cl)c(C(F)(F)F)c3)CC2)cn1 | u
CN(CCO)c1cccc2c1S(=O)(=O)N(Cc1cn(Cc3ccc(Cl)cc3)nn1)Cc1ccccc1O2 | -1.6%
O=C(CN1Cc2nc(Nc3ccc(C(F)(F)F)cc3)ccc2OCC1=O)N1CCCC1 | -24.6%[176 µM]
O=S(=O)(CCN1CCN(c2ccc(O)cc2)CC1)c1ccccc1 | 14.0%
CN1CC2(CCCN(CC3CC3)C2)c2cc(C(=O)Nc3ccn(C)n3)ccc21 (stereo not given) | -23.0%[176 µM]
Cc1ccc(C(=O)N2C[C@@H](COc3ccccc3)[C@H](C(N)=O)C2)cc1 | 0.0%
Cc1cc(SCC(=O)Nc2ccc(C(N)=O)cc2)nc2ccccc12 | -43.7%
CCCc1noc(-c2cccn3c(CNC(=O)Cc4cccc(OC)c4)nnc23)n1 | 62.2%[activator]
CC(C)c1ccc(NC(=O)C(Sc2ccccc2)c2ccccc2)cc1 (stereo not given) | -19.8%
Cc1n[nH]c(C)c1CNC(=O)C1CCN(C(=O)c2ncn3c2COC(c2ccc(F)cc2)C3)CC1 (stereo not given) | 5.6%
CCCNC(=O)C1(C)CCN(C(=O)COc2ccc(Cl)cc2Cl)C1 (stereo not given) | -3.6%

3 entries from above, arranged by the value under 12-LOX inh, smallest number first:
SMILES | 12-LOX inh
Cc1cc(SCC(=O)Nc2ccc(C(N)=O)cc2)nc2ccccc12 | -43.7%
CN(CCO)c1cccc2c1S(=O)(=O)N(Cc1cn(Cc3ccc(Cl)cc3)nn1)Cc1ccccc1O2 | -1.6%
Cc1n[nH]c(C)c1CNC(=O)C1CCN(C(=O)c2ncn3c2COC(c2ccc(F)cc2)C3)CC1 (stereo not given) | 5.6%

These rows are one share of the data; rates above refer to the full screens.
